Assay outcomes deposited in PubChem BioAssay by National Center for Advancing Translational Sciences (NCATS).
GPT2 inhibitor: inhibitors of human GPT2 alanine aminotransferase; Q8TD30; Recombinant GPT2, coupled pyruvate oxidase/HRP Amplex Red fluorescence; Potency, µM (top dose mostly 57.7 µM), inactives show at the highest dose activity change, negative = inhibition, usual class: inhibitors; 100,000 tested, 0.25% active; AID 1671188; note: potency is the fitted concentration of half-maximal effect; nearly all actives have a fitted effect of over 60% in size; many of its hits are not listed in these tables
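Inhibition is scored from Amplex Red fluorescence generated when pyruvate oxidase and HRP act on pyruvate released by GPT2. Reactions contain 10ng/uL enzyme, 250uM a-KG and 2mM L-alanine and run 30 min at room temperature.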
NIH3T3 tox: NIH 3T3 cell cytotoxicity. NIH 3T3 viability, CellTiter-Glo ATP luminescence, 48-72 h. Potency, µM (top dose mostly 96.7 µM), for inactives: at the highest dose activity change, negative = cytotoxicity, most hits filed as inhibitors. 94,000 tested, 4.3% active. AID 1345082; note: potency is the fitted concentration of half-maximal effect; nearly all actives have a fitted effect of over 55% in size
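Luminescent ATP readout (CellTiter-Glo, 10 min RT) after 48 or 72 hr compound exposure of NIH 3T3 cells seeded at 400 cells/well in 1536-well format; quantitative HTS.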
Luciferase inh: blocks purified firefly luciferase enzyme activity | P08659 | purified P. pyralis luciferase, luminescence, biochemical | Potency, µM (series often up to 115 µM), for inactives: at the highest dose activity change, negative = inhibition, most hits filed as inhibitors | 76,000 tested, 2.5% active; note: potency is the fitted concentration of half-maximal effect; nearly all actives have a fitted effect of over 65% in size
Target sequence (P08659 whole entry, looked up): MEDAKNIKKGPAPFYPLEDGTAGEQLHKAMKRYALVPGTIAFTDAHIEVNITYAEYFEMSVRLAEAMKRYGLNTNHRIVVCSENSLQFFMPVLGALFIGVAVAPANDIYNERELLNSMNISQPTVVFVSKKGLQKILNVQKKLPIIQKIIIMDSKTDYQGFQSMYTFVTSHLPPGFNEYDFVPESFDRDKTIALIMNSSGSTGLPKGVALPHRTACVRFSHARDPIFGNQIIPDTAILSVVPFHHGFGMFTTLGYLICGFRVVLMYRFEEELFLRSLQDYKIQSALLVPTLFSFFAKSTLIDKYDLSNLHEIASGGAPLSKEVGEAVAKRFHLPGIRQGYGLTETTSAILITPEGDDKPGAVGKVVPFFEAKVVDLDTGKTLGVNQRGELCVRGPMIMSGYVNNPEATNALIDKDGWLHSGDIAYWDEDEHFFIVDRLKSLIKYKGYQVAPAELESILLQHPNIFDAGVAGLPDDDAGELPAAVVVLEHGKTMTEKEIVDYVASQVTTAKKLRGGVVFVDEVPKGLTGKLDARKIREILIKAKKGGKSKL
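Purified 10nM P. pyralis luciferase with 10uM D-luciferin and 10uM ATP in 50mM Tris acetate pH 7.5, 10mM Mg acetate, 0.01% Tween-20, 0.05% BSA. qHTS titration; luminescence read by CCD imager.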
HEK cytotox: kills HEK 293 cells; Potency, µM (highest dose often 115 µM), inactives show top-dose activity change, negative = cytotoxicity, most hits filed as inhibitors; 94,000 tested, 6.6% active; HEK 293 viability, ATP luminescence (CellTiter-Glo), 48-72 h; note: potency is the fitted concentration of half-maximal effect; nearly all actives have a fitted effect of over 60% in size
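HEK 293 cells at 250 cells/well were exposed to compounds by pintool transfer for 48 or 72 hr at 37 degree Celsius, 5% CO2. Viability was read as ATP-coupled luminescence with CellTiter-Glo after 10 min at room temperature.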
IP6K1 inh: blocks human inositol hexakisphosphate kinase 1. IP6K1 kinase, ADP-Glo luminescence, 2 h; hits give low values. 140,000 tested, 0.81% active. Q92551. AID 1645851. activity change, % (series mostly up to about 58 µM); in the data active = activity change below about -25%
Target sequence (Q92551 whole entry, looked up): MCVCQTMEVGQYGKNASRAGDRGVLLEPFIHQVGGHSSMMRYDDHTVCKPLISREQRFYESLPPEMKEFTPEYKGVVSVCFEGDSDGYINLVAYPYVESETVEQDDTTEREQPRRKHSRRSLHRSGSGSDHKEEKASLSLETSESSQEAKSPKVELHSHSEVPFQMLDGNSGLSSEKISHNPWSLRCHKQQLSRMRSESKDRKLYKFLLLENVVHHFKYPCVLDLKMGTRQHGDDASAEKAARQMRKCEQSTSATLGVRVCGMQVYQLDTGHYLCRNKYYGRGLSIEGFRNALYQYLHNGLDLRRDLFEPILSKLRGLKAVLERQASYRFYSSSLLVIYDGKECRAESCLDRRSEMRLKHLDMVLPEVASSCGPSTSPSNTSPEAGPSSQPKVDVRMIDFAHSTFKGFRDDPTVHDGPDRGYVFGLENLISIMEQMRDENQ
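ADP-Glo luminescence measures ADP made by human IP6K1 during a 2 h RT reaction with ATP/IP6 (mix at 1.3 mM/130 uM); top library doses 57.5 and 19.1 uM final.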
HEK293 viab: reduces viability of HEK-293 SNCA reporter cells | HEK-293-SNCA-luc viability, GF-AFC fluorescence, 24 h | Potency, µM (series often up to 57.1 µM), for inactives: top-dose activity change, negative = cytotoxicity, actives largely listed as cytotoxic | 150,000 tested, 0.12% active;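 note: potency is the fitted concentration of half-maximal effect; 0% = DMSO-treated cells and -100% = medium-only wells without cells; nearly all actives have a fitted effect of over 30% in size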
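Cytotoxicity counterscreen: after 24 h compound treatment of genome-edited SNCA-luciferase HEK-293 cells, live-cell protease substrate GF-AFC read by fluorescence after 30 min; activity scaled between DMSO (0%) and medium-only (-100%), curves Hill-fitted.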
SNCA expr inh: reduces expression of the alpha-synuclein gene; HEK-293 SNCA-luciferase knock-in, luminescence, 24 h; Potency, µM (series often up to 57.2 µM), for the others: top-dose activity change, negative = inhibition, actives largely listed as inhibitors; 140,000 tested, 0.17% active;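 note: potency is the fitted concentration of half-maximal effect; plate controls were DMSO cells for no effect and cell-free wells for full effect; nearly all actives have a fitted effect of over 45% in size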
* = called active by the depositor; [ ] = remark or other dose. Unless noted, calls come from the whole dose curve; as a rule, active = well fitted curve in the direction sought with a large enough effect; inconclusive = small, poorly fitted or top-dose-only effect, or another doubt; inactive = no such curve, though single readings can be large; an effect the other way counts as inactive or inconclusive. Unless noted, % is set by controls: 0 for no effect and ±100 for the full control effect. This is a subset; count on the stated rates, not on these rows.

Screening CCC1=C(C(=O)OC)C(c2ccccc2OC)N2C(CC(=O)NCC3CCCO3)=CSC2=N1 (configuration not stated) returned GPT2 inhibitor inactive, NIH3T3 tox -4.4%, Luciferase inh -9.8%, HEK cytotox -13.7%, IP6K1 inh 10.1, HEK293 viab 1.1% and SNCA expr inh -11.3%.
Screening Cn1cccc1C(=O)N[C@H]1CCN2C(=O)N(c3cccc(F)c3)C(=O)[C@@H]2C1 returned GPT2 inhibitor -20.0%[88.5 µM], NIH3T3 tox inconclusive, Luciferase inh -2.7%[172 µM], HEK cytotox 1.4%[172 µM], IP6K1 inh -10.5, HEK293 viab -5.6%[87.6 µM] and SNCA expr inh -8.8%[87.6 µM].
Screening CCCn1ncnc1C(C)NC(=O)C1CCN(C(=O)C2CC2)CC1 (configuration not stated) returned GPT2 inhibitor inactive, NIH3T3 tox -4.7%, Luciferase inh -12.8%, HEK cytotox -3.3%, IP6K1 inh -12.3, HEK293 viab 5.0% and SNCA expr inh inconclusive.
CCOCc1nc(C2CCCN(C(=O)COc3ccccc3)C2)no1 (configuration not stated) was read as GPT2 inhibitor inactive, NIH3T3 tox inactive, Luciferase inh -3.2%, HEK cytotox 11.0%, IP6K1 inh 15.8, HEK293 viab -17.5%[12.5 µM] and SNCA expr inh 1.1%.
CC(C)(Oc1nn(CCN2CCOCC2)c2ccccc12)C(=O)NCCCn1ccnc1 was read as GPT2 inhibitor inactive, NIH3T3 tox inconclusive, Luciferase inh -3.2%[172 µM], HEK cytotox -2.6%[172 µM], IP6K1 inh -1.0, HEK293 viab 4.0%[87.6 µM] and SNCA expr inh -0.3%[87.6 µM].
For CN(C)CC1(O)CCC2(CCN(C(=O)c3ccsc3)CC2)CC1 the results were GPT2 inhibitor inactive, NIH3T3 tox -8.4%, Luciferase inh 0.5%, HEK cytotox -3.9%, IP6K1 inh -5.4, HEK293 viab 3.7% and SNCA expr inh 6.2%.
For CCC1Oc2ccc(NC(=O)c3c(F)cccc3F)cc2CN(CCc2ccc(F)cc2)C1=O (configuration not stated) the results were GPT2 inhibitor -7.9%, NIH3T3 tox inconclusive, Luciferase inh 7.4%, HEK cytotox inconclusive, IP6K1 inh 3.8, HEK293 viab 6.1% and SNCA expr inh 30.3%[activator].
For Cc1cc(C2CCCN2C(=O)c2cc(F)ccc2F)on1 (configuration not stated) the results were GPT2 inhibitor inactive, NIH3T3 tox -6.7%, Luciferase inh -5.2%, HEK cytotox 3.0%, IP6K1 inh -5.6, HEK293 viab 3.4% and SNCA expr inh -6.1%.
For COc1cc2c(cc1OC)C(COc1ccc3c(C)cc(=O)oc3c1)N(C(=O)c1ccccc1C)CC2 (configuration not stated) the results were IP6K1 inh -9.1, HEK293 viab 2.9% and SNCA expr inh -4.3%.
Screening Cc1nn2c(c1-c1ccccc1-c1ccccc1)N(C(=O)CN1CCOCC1)CCC2 returned GPT2 inhibitor 4.6%[88.5 µM], NIH3T3 tox inconclusive, Luciferase inh -13.1%[172 µM], HEK cytotox -19.4%[172 µM], IP6K1 inh 12.7, HEK293 viab -3.7%[87.6 µM] and SNCA expr inh -12.0%[87.6 µM].
Screening CC(C)CC(=O)NC1CCN(c2cnn(Cc3ccccc3)c(=O)c2)CC1 returned GPT2 inhibitor 1.1%, NIH3T3 tox -14.5%, Luciferase inh 4.1%, HEK cytotox -22.8%, IP6K1 inh 31.1, HEK293 viab 4.3% and SNCA expr inh -3.5%.
For CC(=O)N1CCc2nn(CC(=O)Nc3ccc(C(F)(F)F)cc3)c(=O)cc2C1 the results were GPT2 inhibitor -2.0%, NIH3T3 tox inconclusive, Luciferase inh -17.9%, HEK cytotox -6.1%, IP6K1 inh -3.9, HEK293 viab -0.3% and SNCA expr inh 1.5%.
`CCC(C)NC(=O)c1cn(CC)c2ccc(S(=O)(=O)N3CCc4ccccc4C3)cc2c1=O` (configuration not stated) gave IP6K1 inh -6.3, HEK293 viab -7.6% and SNCA expr inh -22.8%.
For CCOC(=O)N1CCC(NC(=O)c2ccc3c(c2)N(Cc2ccccc2)C(=O)c2ccccc2S3(=O)=O)CC1 the results were IP6K1 inh 18.1, HEK293 viab 2.0% and SNCA expr inh -3.8%.
Screening O=c1c(-c2ccccc2)c1-c1ccccc1 returned GPT2 inhibitor -17.4%, IP6K1 inh 20.1, HEK293 viab 5.7%[23.9 µM] and SNCA expr inh 41.5%[25.6 µM].

Reprinted from the part before: 2 entries, followed by the next part.
For CCOC(=O)N1CCC(NC(=O)c2ccc3c(c2)N(Cc2ccccc2)C(=O)c2ccccc2S3(=O)=O)CC1 the results were IP6K1 inh 18.1, HEK293 viab 2.0% and SNCA expr inh -3.8%.
Screening O=c1c(-c2ccccc2)c1-c1ccccc1 returned GPT2 inhibitor -17.4%, IP6K1 inh 20.1, HEK293 viab 5.7%[23.9 µM] and SNCA expr inh 41.5%[25.6 µM].
CCOC(=O)C1CCN(C(=O)c2cc3sc(C)cc3n2C)CC1 was read as IP6K1 inh -19.4, HEK293 viab 4.3% and SNCA expr inh 66.4%[activator].
`O=C(Cc1ccccc1F)N1CCCN(c2cc(-c3ccc(Cl)cc3)[nH]n2)CC1` gave GPT2 inhibitor -16.7%, NIH3T3 tox inconclusive, Luciferase inh -12.2%, HEK cytotox inconclusive, IP6K1 inh -10.3, HEK293 viab inconclusive and SNCA expr inh -10.8%.
Screening OCC(Cc1ccco1)Cn1ccnc1-c1ccccn1 (configuration not stated) returned GPT2 inhibitor -6.3%[11.5 µM], NIH3T3 tox -26.2%, Luciferase inh 11.3%, HEK cytotox inconclusive, IP6K1 inh 22.9, HEK293 viab -20.8% and SNCA expr inh -27.6%.
For CCC(O)c1nc2ccccc2n1Cc1cccc(Cl)c1 (configuration not stated) the results were IP6K1 inh 0.6, HEK293 viab -17.2% and SNCA expr inh -24.4%.
COCCCNC(=O)c1c(OCC2CC2)cc(=O)n2c1CCCCC2 was read as GPT2 inhibitor inactive, NIH3T3 tox -15.3%, Luciferase inh -7.0%, HEK cytotox 7.2%, IP6K1 inh 26.0, HEK293 viab 3.5% and SNCA expr inh -13.1%.
For O=C(c1ccc2c(c1)N(Cc1ccc(F)cc1)C(=O)c1ccccc1S2(=O)=O)N1CCC(Cc2ccccc2)CC1 the results were IP6K1 inh 20.3, HEK293 viab 4.7% and SNCA expr inh -21.6%.
Screening Cc1nnsc1CN(C)C(=O)Cn1nc(C)n(Cc2ccccc2)c1=O returned GPT2 inhibitor 0.0%, NIH3T3 tox -4.7%, Luciferase inh -0.2%, HEK cytotox inactive, IP6K1 inh -0.7, HEK293 viab 8.0% and SNCA expr inh 11.7%.
`COc1ccc(NC(=O)N2CCC(O)(c3csc(CN4CCc5ccccc5C4)n3)CC2)cc1` gave GPT2 inhibitor -11.3%, NIH3T3 tox inconclusive, Luciferase inh 4.4%, HEK cytotox inconclusive, IP6K1 inh 10.1, HEK293 viab -2.4% and SNCA expr inh -13.8%.
`Cc1ccc(C(C)NC(=O)CN2C(=O)NC3(CCCCC3)C2=O)cc1` (configuration not stated) gave GPT2 inhibitor inactive, NIH3T3 tox -13.2%, Luciferase inh -2.7%, HEK cytotox 8.4%, IP6K1 inh 1.8, HEK293 viab -7.6% and SNCA expr inh 2.5%.
Screening O=C(Cn1cccc1-c1nc(-c2ccc3c(c2)OCO3)no1)Nc1ccc(Cl)cc1F returned GPT2 inhibitor -3.8%, NIH3T3 tox -13.3%, Luciferase inh -29.1%, HEK cytotox -4.0%, IP6K1 inh -1.2, HEK293 viab -2.0% and SNCA expr inh 41.9%[activator].
For Cn1nccc1CN1CCc2nc(C3CC3)nc(-c3ccc(O)cc3)c2C1 the results were GPT2 inhibitor 3.7%, NIH3T3 tox -25.3%, Luciferase inh 2.7%, HEK cytotox -11.9%, IP6K1 inh 12.6, HEK293 viab 20.1% and SNCA expr inh 2.5%.
`CC1(C)[C@H](Cc2cc(CN3CCN(c4ccccc4)CC3)on2)C[C@@H]1NC(=O)NCc1ccccc1` gave GPT2 inhibitor 1.2%, NIH3T3 tox inconclusive, Luciferase inh -4.8%, HEK cytotox 25.1µM*, IP6K1 inh 14.2, HEK293 viab -8.6% and SNCA expr inh inconclusive.
Brc1ccc(-c2ccnc3ncnn23)s1 was read as GPT2 inhibitor -13.5%, NIH3T3 tox -21.0%, Luciferase inh -11.6%, HEK cytotox 6.1%, IP6K1 inh -4.4, HEK293 viab -3.0% and SNCA expr inh 37.7%[activator].
`COc1ccc(C(=O)N[C@@H]2CCC[C@@H]2C(=O)N2CCCC2)cc1` gave GPT2 inhibitor inactive, NIH3T3 tox 1.6%, Luciferase inh 4.2%, HEK cytotox inactive, IP6K1 inh 13.5, HEK293 viab inconclusive and SNCA expr inh 24.7%.
O=C(NCc1cccs1)c1ccc2nnc(C3CC3)n2c1 was read as GPT2 inhibitor inactive, NIH3T3 tox -28.0%[138 µM], HEK cytotox -11.9%[172 µM], IP6K1 inh 22.4, HEK293 viab 8.3%[87.6 µM] and SNCA expr inh 24.1%[87.6 µM].
`CN1C(=O)CCCCC1C(=O)N1CCc2ccccc2C1` (configuration not stated) gave GPT2 inhibitor inactive, NIH3T3 tox inactive, Luciferase inh 0.0%, HEK cytotox 6.0%, IP6K1 inh 13.4, HEK293 viab 6.5% and SNCA expr inh 2.8%.
CC1=C(C(=O)OC2CCCCCC2)C(c2cccc(F)c2F)CC(=O)N1 (configuration not stated) was read as IP6K1 inh 7.1, HEK293 viab -1.6% and SNCA expr inh 1.3%.
`COCC(=O)N[C@H]1[C@H](O)[C@H](O)C[C@@H]1c1ccccc1C` gave GPT2 inhibitor inactive, NIH3T3 tox -17.5%[230 µM], Luciferase inh -5.2%[230 µM], HEK cytotox -6.1%[230 µM], IP6K1 inh 5.8, HEK293 viab 15.7%[87.6 µM] and SNCA expr inh -22.9%[87.6 µM].
Screening Cc1ccc(CNC(=O)N2CCC(CC(=O)NC3CC3)C2)cc1 (configuration not stated) returned GPT2 inhibitor -7.5%, NIH3T3 tox -28.5%, Luciferase inh -17.3%, HEK cytotox -3.1%, IP6K1 inh -3.3, HEK293 viab -19.5%[12.5 µM] and SNCA expr inh -13.6%.
`CN(C)C[C@@H]1CN(C)C[C@H]1NC(=O)c1ccc(Br)cc1` gave GPT2 inhibitor inconclusive, NIH3T3 tox -8.8%, Luciferase inh -3.2%, HEK cytotox -11.6%, IP6K1 inh -8.0, HEK293 viab 0.1% and SNCA expr inh 41.2%[activator].
CC(C)c1noc(CN(C)C(=O)c2cc(-c3cnn(C)c3)nc3ccccc23)n1 was read as GPT2 inhibitor inactive, NIH3T3 tox -9.9%, Luciferase inh inconclusive, HEK cytotox inconclusive, IP6K1 inh -2.5, HEK293 viab 1.9% and SNCA expr inh -6.7%.
